Screens as filed in PubChem BioAssay.
PGC1a acetyl inh: PGC1a acetylation modulation, inhibitor mode | U2OS PGC1a acetylation, AlphaScreen anti-acetyl-lysine; with virally co-expressed GCN5 acetyltransferase | AID 651687 | inhibition, % at 15.6 µM | 0.17% of 350,000 active;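 active = every replicate shows inhibition of at least 40%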;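 note: 0% = neutral control wells and 100% = positive control wells; some results beyond the cut were filed as inactive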
PAX8 reporter: PAX8 transcriptional activity inhibition; RMG-I TPO-luciferase reporter, SteadyGlo, 24 h; inhibition, % at 12.6 µM; 1.2% of 360,000 active;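 active = mean replicate inhibition at least 60% with every replicate also reaching 60%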;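 note: luciferase light reporting Pax8 driven TPO promoter activity; plate controls were median of neutral control wells for no effect and mitoxantrone controls for full effect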
Casp6 inh: caspase-6 (human) enzyme inhibition; purified caspase-6, Z-VEID-R110 cleavage fluorescence; 0.53% of 350,000 active; AID 686996; P55212; inhibition, % at 12.5 µM;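 active = mean inhibition across replicates at least about 35%, with every replicate also reaching that limit, limit read from the data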;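 note: 0% = median of neutral control wells and 100% = no fluorescence left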
Target sequence (P55212 24-179 limits assumed): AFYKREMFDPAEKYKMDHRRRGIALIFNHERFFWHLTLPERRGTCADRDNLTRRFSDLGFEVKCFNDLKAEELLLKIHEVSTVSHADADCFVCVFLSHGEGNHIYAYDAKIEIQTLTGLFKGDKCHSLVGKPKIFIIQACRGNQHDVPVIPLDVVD
Target sequence (P55212 194-293 limits assumed): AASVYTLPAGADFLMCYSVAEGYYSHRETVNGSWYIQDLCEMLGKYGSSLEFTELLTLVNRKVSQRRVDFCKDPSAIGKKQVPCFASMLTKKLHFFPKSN
Cneo AK release: causes C. neoformans cell lysis | adenylate kinase release luminescence, 4 h; normalised: neutral wells 0, clomiphene wells 100 | lysis activity, % at 15 µM | 0.2% of 360,000 active | AID 651654;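 active = mean lysis activity across replicates of at least 80%, whatever share of replicates individually reach that level; inactive = mean lysis activity below 80%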
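Signal: Adenylate kinase release luminescence | Assay system: Log-phase Cryptococcus neoformans yeast cells | Input: Cells at 5 × 10^6 per mL | Buffer or medium: Fresh YPD growth medium | Compound: Single dose | Schedule: Static 4 h at 37 °C with compound, 1 h detection | Controls: Clomiphene | Read-out: Luminescence rise reflecting yeast cell lysis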
LGR2 inh: blocks bursicon-induced cAMP signaling via Drosophila LGR2; HEK293 LGR2, CRE-luciferase, bursicon-stimulated, 4 h; inhibition, % at 9.99 µM; 0.35% of 380,000 active; AID 720647;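 active = drop in luminescence signal, shown as inhibition above about 50% in the replicate tests, limit read from the data, passing the limit was not always enough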;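 note: agonist challenge used bursicon conditioned medium at about half maximal strength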
FN deposition inh: fibronectin deposition inhibition. AH1F fibroblasts, Alexa488-fibronectin deposition fluorescence, overnight. inhibition, % at 12.6 µM. 0.086% of 350,000 active. AID 743247;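 active = mean inhibition across replicates of 30% or more, regardless of how many single replicates reach that level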;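 note: positive control wells lacked labelled fibronectin entirely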
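Assay system: AH1F fibroblasts / Quantity: 10000 cells per well / Medium: DMEM plus 2% serum, read in PBS / Reagent: labelled fibronectin 24 nM / Dosing: single dose, pinned / Times: 1 h cell attachment, overnight exposure to compound and label / Signal: fluorescence, ex 485 nm, em 525 nm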
EWS-Fli block: EWS/Fli transcriptional activity inhibition; A673 NR0B1-luciferase reporter, viability-normalised; inhibition, % at 12.6 µM; 0.67% of 350,000 active; AID 651661;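 active = mean inhibition of at least 50% after viability correction, with every replicate also passing that limit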;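 note: firefly luciferase signal divided by Alamar Blue viability fluorescence both relative to DMSO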
miR-122 sensor: blocks miR-122 activity in Huh7 sensor cells; AID 602342; 0.3% of 340,000 active; activation (reporter increase), % at 12.5 µM; Huh7 miR-122 Renilla luciferase sensor, 48 h; neutral wells = 0, positive control = 100;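 active = mean replicate activation score at least 90 and every replicate individually at or above 90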;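 note: higher luciferase means less miR-122 activity so hits act as miR-122 inhibitors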
Active calls of the source: *; x = no result given; [ ] = dose if it differs, or a comment.

entry	SMILES	PGC1a acetyl inh	Casp6 inh	EWS-Fli block	Cneo AK release	miR-122 sensor	FN deposition inh	LGR2 inh	PAX8 reporter
1	COc1ccc(COC(=O)N/N=C(\C)CC(=O)NCc2ccc(Cl)cc2)cc1	6	4	1	x	9	10	-25	12
2	CC(=O)OC1c2c(ccc3ccc(=O)oc23)OC(C)(C)C1OC(=O)CC(C)C (stereo unspecified)	11	x	x	2	-14	-5	x	-3
3	COc1ccc(N=C2SC(C(=O)Nc3ccc(OC)cc3)CC(=O)N2CCN2CCOCC2)cc1 (stereo unspecified)	x	x	x	1	-5	-5	7	16
4	CCCC#Cc1ccc2c(c1)O[C@@H](CN(C)Cc1ccccn1)[C@@H](C)CN([C@H](C)CO)S2(=O)=O	-19	-6	2	1	8[16.7 µM]	-2	24	x
5	OC(c1ccccc1)(c1ccccc1)C1CCN(CCCOc2ccc(F)cc2)CC1	x	-6	4	x	x	0	17	3
6	CCc1ccccc1NC(=S)NC1CC2CCC(C1)N2Cc1ccco1 (stereo unspecified)	10	-2	7	-1	x	x	-2	x
7	COc1ccc(C(CNC(=O)c2cccn2C)N2CCOCC2)cc1 (stereo unspecified)	-2	-118	-26	-2	7	-7	13	-46
8	O=C1C=C(N2CCCCCC2)C2(CCCCC2)O1	3	0	0	x	0	3	-85	53
9	CCOC(=O)Nc1ccc(OCc2nnc3c4ccccc4c(C)nn23)cc1	13	-1	-21	x	x	-11	-17	4
10	CCCNC(=O)C[C@@H]1CC[C@H]2[C@@H](COc3ccc(NC(=O)NCCC)cc3C(=O)N2C)O1	6	2	-6	x	x	-10	14	x
11	O=C(CNCc1cccnc1)Nc1cc(C(F)(F)F)ccc1N1CCOCC1	-1	-2	1	-1	7	1	12	17
12	COc1ccc(-c2c(C#Cc3ccsc3)c3cc(Br)ccc3n2C)cc1	x	x	-7	0	7	3	-1	-3
13	O=C(Nc1ccc(S(=O)(=O)N2CCOCC2)cc1)C1CC(=O)N(c2ccc(F)cc2)C1 (stereo unspecified)	x	7	10	0	-4	1	4	15
14	C[C@@H]1CN([C@H](C)CO)C(=O)c2cc(NS(=O)(=O)c3ccccc3)ccc2O[C@@H]1CN(C)C(=O)Nc1ccccc1	2	-3	4	-8	0[16.7 µM]	x	5	8
15	Cc1noc(C)c1NC(=O)Nc1ccc2c(c1)C(=O)N([C@H](C)CO)C[C@@H](C)[C@H](CN(C)Cc1ccc(C(=O)Nc3ccccc3N)cc1)O2	-12	1	x	x	x	x	11	-8
16	CCNC(=O)[C@H]1[C@H](CO)[C@H]2Cn3c(ccc(-c4cccc(C(=O)N(C)C)c4)c3=O)[C@@H]1N2	21	0	-15	x	x	x	9	x
17	C[C@@H]1CN([C@H](C)CO)C(=O)c2cc(C#CCN(C)C)cnc2O[C@@H]1CN(C)C(=O)c1cccnc1	6	-10	-7	2	-2[16.7 µM]	2	7	x
18	COc1ccc(S(=O)(=O)NC(C)C(=O)N2CCCC2)cc1C (stereo unspecified)	x	0	6	2	1	-1	7	-4
19	COc1ccc(-n2c(Cn3nc(C(F)(F)F)cc3C)n[nH]c2=S)cc1	x	x	x	x	-8	5	-4	-20
20	CCOc1ccc(S(=O)(=O)N(CC(=O)NN=C2CCN(C)CC2)c2ccc(C)cc2)cc1	-3	-2	3	4	-9	-2	-15	5
21	COC(=O)c1cccc(CN2C(=O)C(C)Sc3cc(Cl)ccc32)c1 (stereo unspecified)	9	0	-28	1	-3	2	-1	-185
22	O=C(c1ccc(-n2cccn2)cc1)N1CCc2ccccc2C1	0	3	-26	-3	0	-12	-53	-5
23	Cc1cccc(OCC(=O)NNC(=O)CCc2ccccc2)c1	2	-4	0	x	-1	-10	24	12
24	CN(c1ccc(Br)cc1)S(=O)(=O)c1ccc2[nH]cc(C(=O)NCCN3CCOCC3)c(=O)c2c1	-7	6	5	-2	1	5	-4	14
25	Cc1cc(C(=O)Nc2cccc3c2O[C@@H](CN(C)C)[C@@H](C)CN([C@H](C)CO)C3=O)n(C)n1	1	-1	0	-7	3[16.7 µM]	-5	12	-1
26	CCOc1ccc(CCNC(=O)CCC(=O)N2CCOc3ccccc32)cc1OCC	x	-3	-4	2	x	1	4	8
27	Cc1ccc(-n2[nH]c(C)c(/C=N/c3ccccn3)c2=O)cc1	-4	-1	x	-1	x	-2	0	x
28	O=C(C[C@@H]1CC[C@H](NC(=O)Cc2ccccn2)[C@@H](CO)O1)NCCCN1CCOCC1	-4	-2	0	2	x	-10	-2	-18
29	CC(C)CCn1c(=O)c2ccccc2n2c(CCl)nnc12	6	0	6	-1	-5	x	-2	12
30	CCc1cc2cc(C)cc(C)c2nc1Cl	3	-3	4	0	2	-6	-2	4
31	C[C@@H]1CCCCO[C@H](CN(C)S(=O)(=O)c2ccccc2)[C@@H](C)CN([C@H](C)CO)C(=O)c2cc(NC(=O)CCCCCC(=O)Nc3ccccc3N)ccc2O1	1	-2	x	x	x	10	x	7
32	CCCC(=O)N1CCCC1(C)C(=O)NCc1c(F)ccc(C)c1F (stereo unspecified)	4	0	0	1	-2	x	-12	-12
33	COCCCN(CC(=O)Nc1ccc(N2CCOCC2)cc1)S(=O)(=O)c1ccc(Cl)cc1	x	0	9	x	x	x	4	12
34	Clc1cccc(Cl)c1COc1ccccn1	x	x	x	3	4	-9	x	3
35	O=C(NC1CCCCC1)NC1CCN(S(=O)(=O)Cc2ccccc2)CC1	6	x	x	2	-8	6	x	-5
36	Oc1ccc(Nc2ccc3ccccc3c2)cc1	-1	2	-98	6	3	-6	x	-74
37	CCCNC(=O)C[C@@H]1CC[C@@H]2[C@@H](COc3ccc(NC(=O)c4cccc(OC)c4)cc3C(=O)N2C)O1	6	2	5	0	-4[16.7 µM]	4	3	-6
38	O=C(CN1CCN(C(=O)CN2C(=O)NC3(CCCC3)C2=O)CC1)Nc1cccc(F)c1	x	0	1	2	x	7	-10	-5
39	CC(C)CC#Cc1ccc2c(c1)O[C@@H](CN(C)C(=O)Cc1cccnc1)[C@H](C)CN([C@@H](C)CO)S2(=O)=O	2	0	-20	10	x	6	-2	33
40	O=C(C[C@H]1CC[C@H]2[C@@H](COC[C@@H](O)CN2C(=O)Nc2ccc(Cl)c(Cl)c2)O1)NCc1ccc(Cl)cc1	12	0	3	-6	2[16.7 µM]	-6	7	58
41	C[C@H](NC(=O)C[C@H]1C=C[C@H](NC(=O)CN2CCOCC2)[C@H](CO)O1)c1ccccc1	6	1	3	14	x	7	9	1
42	CCCCn1nnnc1C(c1ccccc1)N1CCN(c2c(Cl)cncc2Cl)CC1 (stereo unspecified)	x	1	7	x	x	-3	8	37
43	O=C(Nc1cccc(S(=O)(=O)C(F)(F)F)c1)[C@@H]1O[C@H](CO)[C@@H](O)[C@H]1O	2	0	-6	-3	-3	1	-11	14
44	O=C(C[C@H]1CC[C@H]2[C@@H](COC[C@@H](O)CN2C(=O)c2cnccn2)O1)NCc1ccc(F)cc1	3	-2	0	0	-2[16.7 µM]	-5	-20	0
45	CN1C(=O)[C@@H]2C[C@@]3([C@@]45C[C@H]6C(=O)N(C)[C@@H](Cc7ccccc7)C(=O)N6[C@@H]4Nc4ccccc45)c4ccccc4N[C@H]3N2C(=O)[C@@H]1Cc1ccccc1	x	0	2	7	-6	-11	-12	12
46	C[C@@H]1CN([C@H](C)CO)C(=O)Cc2cc(NC(=O)c3ccncc3)ccc2O[C@H]1CN(C)C(=O)Nc1ccc(F)cc1	4	1	4	-2	1[16.7 µM]	0	41	0
47	Cc1oc2nc(SCCCC(=O)NCCCO)nc(N)c2c1C	-13	x	x	-1	-5	x	-3	x
48	COc1ccc(N(CC(=O)NCc2ccc(F)cc2)S(=O)(=O)c2c(C)noc2C)cc1	-6	1	0	1	4	-9	8	-7
49	CC(NC(=O)CC1Sc2ccccc2NC1=O)c1ccccc1 (stereo unspecified)	8	1	-36	0	-4	-6	-17	16
50	CC1CCCN(C(=S)NC2CCCC2)C1 (stereo unspecified)	3	1	0	1	-3	4	x	-5
51	C[C@@H]1CCCCO[C@@H](CN(C)Cc2ccncc2)[C@H](C)CN([C@H](C)CO)C(=O)c2cc(NC(=O)CCC(F)(F)F)ccc2O1	13	2	-3	-1	4[16.7 µM]	x	-2	9
52	CN(C)Cc1c(O)ccc2occ(C(=O)c3ccc(F)cc3)c12	3	0	0	4	-8	9	-16	-7
53	O=C(Nc1cc(C(F)(F)F)ccc1Cl)c1cccnc1	-3	0	5	-1	4	-2	15	22
54	CCCn1c(SCC(=O)N2c3ccc(F)cc3CCC2C)nnc1-c1ccccn1 (stereo unspecified)	8	x	x	x	-5	-8	x	-8
55	COc1ccc(C(CNC(=S)NCc2ccccc2)N2CCCC2)cc1 (stereo unspecified)	x	-2	-9	x	x	9	-9	0
56	Cc1onc(-c2ccccc2Cl)c1C(=O)N1CC(C)CC(C)C1 (stereo unspecified)	-3	-4	5	1	2	-11	8	2
57	CCOC(=O)C1(C)CCCCN1C(=O)c1cccnc1 (stereo unspecified)	1	-1	3	3	2	1	1	-4
58	CC(C)(C)OC(=O)C[C@@H]1C/C=C\C[C@H](CC(=O)NCCO)C(=O)N2CCC[C@H]2COC1=O	7	x	-5	-2	-6	2	1	-14
59	Cc1cccc(NC(=O)CCSc2nnc(Cc3ccccc3)o2)c1	1	1	8	0	-1	-4	x	-25
60	CN(C)C(=O)C[C@@H]1CC[C@H]2[C@@H](COc3ccc(NC(=O)c4ccc(F)cc4)cc3C(=O)N2C)O1	x	-7	-5	49	x	-6	-2	-8

Further compounds:
entry	SMILES	PGC1a acetyl inh	Casp6 inh	EWS-Fli block	Cneo AK release	miR-122 sensor	FN deposition inh	LGR2 inh	PAX8 reporter
61	C[C@@H]1CN([C@@H](C)CO)C(=O)c2cc(NC(=O)CCCCCC(=O)Nc3ccccc3N)ccc2O[C@@H]1CN(C)C(=O)Nc1ccc2c(c1)OCO2	-6	-1	-13	x	x	x	-16	-19
62	COc1ccc2[nH]c(C(=O)O)c(CCN3C(=O)c4cccc([N+](=O)[O-])c4C3=O)c2c1	0	3	19	3	4	0	7	33
63	Cc1ccc2nc(N(CCN(C)C)C(=O)C3=COCCO3)sc2c1	x	-8	-40	7	0	6	-4	-26
64	O=C(c1cccnc1)N1CCCCN2[C@H](CO)[C@@H](c3ccc(C#Cc4ccccc4)cc3)[C@H]2C1	0	-2	0	0	4[16.7 µM]	x	x	-19
65	FC(F)(F)c1cccc(-c2noc(CN3CCOCC3)n2)c1	-18	x	x	7	2	0	x	-27
66	CNS(=O)(=O)c1cccc(C(=O)OCC(=O)c2ccc3[nH]c(=O)[nH]c3c2)c1	-7	1	7	1	5	-1	16	7
